DAX1 inh-1 – blocks DAX1 repression of SF-1 activated StAR promoter. inhibition, % at 6.8 µM. HEK293T StAR-luciferase reporter, SF-1/DAX-1 repression relief. AID 652010. hit rate 1.1% among 370,000;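 active means inhibition above the mean over all tested compounds plus 3 SD, cut at about 3.6% in these data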;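 further: 0% = DAX-1 cells with DMSO and 100% = cells lacking DAX-1 with DMSO; higher inhibition means more luminescence from relief of DAX-1 repression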
sPLA2-III inh – Inhibits HGIII-sPLA2 liposome hydrolysis, primary screen; QFRET BODIPY PC-A2 liposome hydrolysis, fluorescence; hit rate 0.56% among 370,000; inhibition, % at 12.2 µM; Q9NZ20;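 active means inhibition above mean plus 3 SD of compounds lying within the high and low control bounds, cut at about 19% in these data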;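 further: 0% = median of test compound wells and 100% = no enzyme DMSO wells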
Target sequence (Q9NZ20 whole entry, looked up): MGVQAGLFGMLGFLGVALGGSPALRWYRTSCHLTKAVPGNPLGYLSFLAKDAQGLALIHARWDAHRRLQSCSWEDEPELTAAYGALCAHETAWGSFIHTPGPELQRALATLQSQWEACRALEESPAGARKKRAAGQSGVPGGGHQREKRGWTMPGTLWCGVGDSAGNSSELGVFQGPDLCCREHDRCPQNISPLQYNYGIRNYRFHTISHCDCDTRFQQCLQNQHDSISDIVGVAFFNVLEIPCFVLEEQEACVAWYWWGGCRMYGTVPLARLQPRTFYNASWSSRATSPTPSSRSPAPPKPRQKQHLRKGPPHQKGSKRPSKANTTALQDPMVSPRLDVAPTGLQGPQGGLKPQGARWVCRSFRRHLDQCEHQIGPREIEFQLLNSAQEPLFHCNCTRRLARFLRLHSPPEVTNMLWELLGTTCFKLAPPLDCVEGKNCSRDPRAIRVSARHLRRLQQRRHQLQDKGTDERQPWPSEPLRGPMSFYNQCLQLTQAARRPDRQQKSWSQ
SMARCA2 activ – increases SMARCA2 function in MMTV reporter cells; MG213 cells, MMTV-luciferase reporter, dexamethasone, overnight; activation, % at 9.1 µM; hit rate 1% among 370,000; AID 652017; in the data active means activation above about 7.8%;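 further: 0% = vehicle wells and 100% = reference activator wells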
GAA850 FXN act – frataxin GAA850 promoter activation. HEK293 lucGAA850 FXN promoter luciferase reporter, 24 h; percent of 10 µM SAHA response. activation, % at 6 µM. hit rate 0.56% among 360,000. AID 540364;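 active means activation above the average of all compounds screened plus 3 SD, cutoff fixed separately per campaign, cut at about 7.5% in these data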;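 further: 0% = DMSO wells and 100% = 10 µM SAHA wells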
hcDAF-12 act – H. contortus DAF-12 activation, primary screen; activation, % at 6.8 µM; HEK293 hcDAF-12 lit1-tk-luc reporter, luminescence; 0% DMSO, 100% Δ7-dafachronic acid; AID 652067; hit rate 1.4% among 370,000;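 active means activation above the mean of all tested compounds plus 3 SD, cut at about 5.5% in these data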;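 further: 100% = response to 3 µM Δ7-dafachronic acid high control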
DAX1 inh-2 – inhibits human nuclear receptor DAX1. hit rate 0.99% among 340,000. HEK293 Gal4-DAX1 luciferase reporter, luminescence. inhibition, % at 6.75 µM. P51843. AID 504766;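 active means inhibition above the mean over all tested compounds plus 3 SD, cut at about 4.2% in these data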;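 further: 0% = DAX1-transfected cells with DMSO and 100% = empty-vector control cells with DMSO; inhibition shows as a rise in luminescence from relieved DAX1 repression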
Target sequence (P51843 207-470 limits assumed): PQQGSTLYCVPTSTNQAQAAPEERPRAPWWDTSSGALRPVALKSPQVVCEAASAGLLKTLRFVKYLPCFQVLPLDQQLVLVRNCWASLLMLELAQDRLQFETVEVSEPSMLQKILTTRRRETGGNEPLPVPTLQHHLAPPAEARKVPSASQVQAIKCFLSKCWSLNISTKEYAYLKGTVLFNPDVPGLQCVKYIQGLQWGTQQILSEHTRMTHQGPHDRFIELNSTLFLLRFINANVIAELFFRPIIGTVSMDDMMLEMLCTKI
GC-B act – GC-B (human) receptor activation | activation, % at 10 µM | AID 1920062 | HEK293-GC-B cells, CNP EC30, cGMP TR-FRET; 0% at EC30 CNP, 100% saturating CNP | hit rate 0.11% among 370,000;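 active means activation at 10 µM reaching about 35% in either raw or pattern-adjusted values, limit read from the data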
hgDAF-12 ag – agonists of H. glycines DAF-12 nuclear receptor; HEK293 GAL4-hgDAF12 UAS-luciferase reporter, agonist luminescence; normalized to butyrate control; hit rate 1.8% among 370,000; AID 687014; activation, % at 6.8 µM;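 active means activation above a cutoff set at the mean of all screened compounds plus 3 SD, cut at about 10% in these data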;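 further: 0% = DMSO wells and 100% = sodium butyrate wells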
ADAM10 inh – inhibitors of human ADAM10 | inhibition, % at 7 µM | O14672 | recombinant ADAM10, EDANS/DABCYL FRET peptide cleavage, 3 h | hit rate 0.62% among 370,000;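 active means inhibition above a per-campaign cutoff equal to the mean of compounds falling between control-based bounds plus 3 SD, cut at about 20% in these data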;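 further: 0% = DMSO wells while the 100% control is not disclosed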
NPR1 activator – GC-A (human) enzyme activation; P16066; HEK293 GC-A cells, cGMP TR-FRET, EC30 ANP; 0% at EC30 ANP, 100% saturating ANP; activation, % at 10 µM; hit rate 0.14% among 370,000; AID 1671463; in the data active means activation above about 40%
ssDAF-12 act – S. stercoralis DAF-12 activation, primary screen. activation, % at 6.8 µM. hit rate 1% among 370,000. HEK293 ssDAF-12/GRIP1 lit1-tk-luc reporter, luminescence; % of 3 µM dafachronic acid response;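 active means activation above the mean over all tested compounds plus 3 SD, cut at about 0.9% in these data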;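 further: 0% = DMSO-only wells and 100% = 3 µM delta7-dafachronic acid wells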
* hit, by the source's call.

Cc1nc2c(C)cccc2c2c1COC2 was read as DAX1 inh-1 0.2, sPLA2-III inh 10, SMARCA2 activ -5, GAA850 FXN act -0.7, hcDAF-12 act -0.4, DAX1 inh-2 -0.9, GC-B act 3, hgDAF-12 ag 0.1, ADAM10 inh -11, NPR1 activator 7 and ssDAF-12 act -0.9.
Cc1ccc(CN2C(=O)C(C)Oc3ccccc32)cc1 (configuration not stated) was read as DAX1 inh-1 -0.6, sPLA2-III inh 2, SMARCA2 activ -2, GAA850 FXN act 4.4, hcDAF-12 act -0.6, DAX1 inh-2 2.6, GC-B act -3, hgDAF-12 ag -3.4, ADAM10 inh 6, NPR1 activator -4 and ssDAF-12 act -1.1.
For CC(=O)NCCc1nc2ccccc2n1CCCCOc1ccccc1 the results were DAX1 inh-1 -0.2, sPLA2-III inh -2, SMARCA2 activ -3, GAA850 FXN act -1.2, hcDAF-12 act -2.5, DAX1 inh-2 -0.2, GC-B act 0, hgDAF-12 ag -0.8, ADAM10 inh 0, NPR1 activator 7 and ssDAF-12 act -1.1.
Screening CCOCCCNC(=O)C(NC(=O)CNC(=O)c1ccccc1)c1ccccc1 (configuration not stated) returned DAX1 inh-1 0.4, sPLA2-III inh -4, SMARCA2 activ -5, GAA850 FXN act 0.8, hcDAF-12 act -0.4, DAX1 inh-2 0.5, GC-B act 1, hgDAF-12 ag -3.3, ADAM10 inh -1, NPR1 activator -1 and ssDAF-12 act -0.9.
`O=C(Cn1cnc2ccccc2c1=O)N1CCc2ccccc2C1` gave DAX1 inh-1 0.1, sPLA2-III inh -4, SMARCA2 activ -3, GAA850 FXN act 1.2, hcDAF-12 act -1.6, DAX1 inh-2 -1.2, GC-B act 0, hgDAF-12 ag -4.5, ADAM10 inh -6, NPR1 activator 4 and ssDAF-12 act -0.7.
For CCN(CC)S(=O)(=O)c1cc(OC)ccc1N=Nc1ccc(O)c2ncccc12 the results were DAX1 inh-1 -0.2, sPLA2-III inh 14, SMARCA2 activ -4, GAA850 FXN act 0.2, hcDAF-12 act 1.0, DAX1 inh-2 -1.9, GC-B act 1, hgDAF-12 ag 2.7, ADAM10 inh 7, NPR1 activator -1 and ssDAF-12 act -0.6.
CCC1(C)Cc2ccccc2C(=S)N1 (configuration not stated) was read as DAX1 inh-1 -0.2, sPLA2-III inh 3, SMARCA2 activ 1, GAA850 FXN act 1.8, hcDAF-12 act 0.8, DAX1 inh-2 0.4, GC-B act 3, hgDAF-12 ag 0.2, ADAM10 inh 3, NPR1 activator -2 and ssDAF-12 act -0.3.
For Cc1cccc(OC(C)C(=O)Nc2nc(-c3cccnc3)cs2)c1 (configuration not stated) the results were DAX1 inh-1 0.0, sPLA2-III inh 4, SMARCA2 activ -3, GAA850 FXN act 0.3, hcDAF-12 act -0.3, DAX1 inh-2 -0.4, GC-B act -2, hgDAF-12 ag 0.8, ADAM10 inh -35, NPR1 activator -1 and ssDAF-12 act -0.7.
For COC(=O)[C@]1(Cc2ccccc2)N[C@H](c2ccc(-c3cc(C(C)=O)cs3)cc2)[C@@H]2C(=O)N(C)C(=O)[C@@H]21 the results were DAX1 inh-1 0.0, sPLA2-III inh -2, SMARCA2 activ -1, GAA850 FXN act -0.7, hcDAF-12 act -1.1, DAX1 inh-2 2.3, GC-B act 2, hgDAF-12 ag 0.3, ADAM10 inh -63, NPR1 activator 4 and ssDAF-12 act -1.6.
For Cc1ccc2nc(C)cc(C(=O)NC3CCCCCC3)c2c1 the results were DAX1 inh-1 0.6, sPLA2-III inh 4, SMARCA2 activ 1, GAA850 FXN act 1.6, hcDAF-12 act 0.1, DAX1 inh-2 0.5, GC-B act -1, hgDAF-12 ag -0.4, ADAM10 inh -26, NPR1 activator -1 and ssDAF-12 act -1.6.

Brought forward from above: 3 compounds, then new ones.
For Cc1cccc(OC(C)C(=O)Nc2nc(-c3cccnc3)cs2)c1 (configuration not stated) the results were DAX1 inh-1 0.0, sPLA2-III inh 4, SMARCA2 activ -3, GAA850 FXN act 0.3, hcDAF-12 act -0.3, DAX1 inh-2 -0.4, GC-B act -2, hgDAF-12 ag 0.8, ADAM10 inh -35, NPR1 activator -1 and ssDAF-12 act -0.7.
For COC(=O)[C@]1(Cc2ccccc2)N[C@H](c2ccc(-c3cc(C(C)=O)cs3)cc2)[C@@H]2C(=O)N(C)C(=O)[C@@H]21 the results were DAX1 inh-1 0.0, sPLA2-III inh -2, SMARCA2 activ -1, GAA850 FXN act -0.7, hcDAF-12 act -1.1, DAX1 inh-2 2.3, GC-B act 2, hgDAF-12 ag 0.3, ADAM10 inh -63, NPR1 activator 4 and ssDAF-12 act -1.6.
For Cc1ccc2nc(C)cc(C(=O)NC3CCCCCC3)c2c1 the results were DAX1 inh-1 0.6, sPLA2-III inh 4, SMARCA2 activ 1, GAA850 FXN act 1.6, hcDAF-12 act 0.1, DAX1 inh-2 0.5, GC-B act -1, hgDAF-12 ag -0.4, ADAM10 inh -26, NPR1 activator -1 and ssDAF-12 act -1.6.
Screening O=C(NCCCN1CCCC1=O)c1cccc(NS(=O)(=O)c2ccccc2)c1 returned DAX1 inh-1 -0.2, sPLA2-III inh -2, SMARCA2 activ -1, GAA850 FXN act 0.5, hcDAF-12 act 0.3, DAX1 inh-2 -0.2, GC-B act 4, hgDAF-12 ag 0.2, ADAM10 inh -3, NPR1 activator 4 and ssDAF-12 act -1.4.
For COc1ccc(S(=O)(=O)Cc2ccc(C(=O)NCc3cccs3)o2)cc1 the results were DAX1 inh-1 -1.1, sPLA2-III inh 1, SMARCA2 activ -1, GAA850 FXN act 1.1, hcDAF-12 act -1.7, DAX1 inh-2 -0.3, GC-B act 1, hgDAF-12 ag 3.2, ADAM10 inh -14, NPR1 activator -2 and ssDAF-12 act -1.7.
For O=C(OCC(=O)N1CCCCC1)c1cc(S(=O)(=O)N2CCOCC2)c(Cl)cc1Cl the results were DAX1 inh-1 -0.7, sPLA2-III inh 4, SMARCA2 activ 0, GAA850 FXN act 0.2, hcDAF-12 act 1.4, DAX1 inh-2 -0.6, GC-B act 4, hgDAF-12 ag 0.3, ADAM10 inh -11, NPR1 activator 7 and ssDAF-12 act -0.3.
O=C(C(NS(=O)(=O)c1cccs1)c1ccccc1)N1CCN(c2ccccc2)CC1 (configuration not stated) was read as DAX1 inh-1 -0.1, sPLA2-III inh -18, SMARCA2 activ -3, GAA850 FXN act -2.2, hcDAF-12 act 0.4, DAX1 inh-2 -0.4, GC-B act -2, hgDAF-12 ag -0.9, ADAM10 inh -5, NPR1 activator -4 and ssDAF-12 act -0.6.
O=C(NCc1cccc(Br)c1)C1CC(c2cc(C(F)(F)F)cc(C(F)(F)F)c2)=NO1 (configuration not stated) was read as DAX1 inh-1 0.9, sPLA2-III inh 3, SMARCA2 activ 0, GAA850 FXN act 1.0, hcDAF-12 act 1.8, DAX1 inh-2 -0.2, GC-B act -7, hgDAF-12 ag -0.6, ADAM10 inh 5, NPR1 activator -3 and ssDAF-12 act -1.2.
For Cc1ccc(N(CC(=O)N2CCOCC2)S(C)(=O)=O)cc1 the results were DAX1 inh-1 0.3, sPLA2-III inh 2, SMARCA2 activ -3, GAA850 FXN act 2.3, hcDAF-12 act -0.9, DAX1 inh-2 0.2, GC-B act -1, hgDAF-12 ag -3.1, ADAM10 inh -6, NPR1 activator 2 and ssDAF-12 act -0.8.
Cc1ccc(C(=O)Oc2ccc(Br)cc2C(=S)N2CCOCC2)cc1 was read as DAX1 inh-1 -0.6, sPLA2-III inh 2, SMARCA2 activ -3, GAA850 FXN act -1.4, hcDAF-12 act 0.0, DAX1 inh-2 -0.9, GC-B act -8, hgDAF-12 ag 0.1, ADAM10 inh 0, NPR1 activator -10 and ssDAF-12 act -0.5.
CCOc1cc(CNC(C)C)c(Cl)cc1OCC(=O)NCCc1ccccc1 was read as DAX1 inh-1 0.4, sPLA2-III inh -2, SMARCA2 activ 3, GAA850 FXN act -8.4, hcDAF-12 act -0.6, DAX1 inh-2 -0.3, GC-B act 2, hgDAF-12 ag -0.8, ADAM10 inh 0, NPR1 activator 1 and ssDAF-12 act -1.0.
`COc1ccc(-c2cc(=O)oc3c(C)c(OCC(=O)N[C@@H](Cc4ccc(O)cc4)C(=O)O)ccc23)cc1` gave DAX1 inh-1 -0.3, sPLA2-III inh -17, SMARCA2 activ 0, GAA850 FXN act -1.3, hcDAF-12 act -0.6, DAX1 inh-2 2.4, GC-B act 5, hgDAF-12 ag 2.2, ADAM10 inh -39, NPR1 activator 3 and ssDAF-12 act -1.4.
`CCNS(=O)(=O)c1ccc(NC(=O)Nc2cccc(C(F)(F)F)c2)cc1` gave DAX1 inh-1 -1.4, sPLA2-III inh -27, SMARCA2 activ -4, GAA850 FXN act -1.1, hcDAF-12 act -1.4, DAX1 inh-2 0.3, GC-B act -1, hgDAF-12 ag 2.6, ADAM10 inh 12, NPR1 activator -3 and ssDAF-12 act -1.9.
C=CCSC(=C(C#N)C#N)c1cc2c([nH]1)CCCC2 was read as DAX1 inh-1 -1.5, sPLA2-III inh -4, SMARCA2 activ -2, GAA850 FXN act -2.1, hcDAF-12 act -0.5, DAX1 inh-2 -2.7, GC-B act 2, hgDAF-12 ag 3.2, ADAM10 inh 5, NPR1 activator -1 and ssDAF-12 act -1.0.
Screening CCOC(=O)CC1(C)OCC(C[N+]2(C)CCCCC2)O1 (configuration not stated) returned DAX1 inh-1 0.6, sPLA2-III inh -2, SMARCA2 activ 1, GAA850 FXN act -2.1, hcDAF-12 act -1.6, DAX1 inh-2 -0.8, GC-B act 3, hgDAF-12 ag -0.7, ADAM10 inh -6, NPR1 activator 0 and ssDAF-12 act -0.8.
`CCCCOC(=O)Nc1nc2ccc([N+](=O)[O-])cc2s1` gave DAX1 inh-1 -0.6, sPLA2-III inh -1, SMARCA2 activ -3, GAA850 FXN act 1.5, hcDAF-12 act -1.5, GC-B act -2, hgDAF-12 ag -0.7, ADAM10 inh -4, NPR1 activator 0 and ssDAF-12 act -1.1.
Screening Cc1cc(C)c(C(=O)CSc2nnc(N)s2)cc1C returned DAX1 inh-1 0.6, sPLA2-III inh -23, SMARCA2 activ -3, GAA850 FXN act 1.4, hcDAF-12 act -0.2, DAX1 inh-2 -0.9, GC-B act 0, hgDAF-12 ag 2.1, ADAM10 inh 6, NPR1 activator 2 and ssDAF-12 act -1.8.
For CCc1ccc(/C=C2\SC(=S)N(CCCC(=O)Nc3ccccc3C(=O)O)C2=O)cc1 the results were DAX1 inh-1 0.1, sPLA2-III inh -2, SMARCA2 activ -5, GAA850 FXN act -8.0, hcDAF-12 act -2.0, DAX1 inh-2 0.2, GC-B act -1, hgDAF-12 ag -2.2, ADAM10 inh 5, NPR1 activator -8 and ssDAF-12 act -0.9.
`O=C(Nc1ccccc1N1CCCC1)c1cc2ccccc2o1` gave DAX1 inh-1 1.6, sPLA2-III inh 2, SMARCA2 activ 6, GAA850 FXN act 0.6, hcDAF-12 act 7.5*, DAX1 inh-2 1.5, GC-B act 0, hgDAF-12 ag 12*, ADAM10 inh -3, NPR1 activator -4 and ssDAF-12 act 1.9*.

Screening results from PubChem.
